# Screening results as filed in PubChem.
# Wnt act: Wnt/beta-catenin pathway activators, primary screen, cell-based, plate reader, single point. AID 743398, 2014. Wnt/beta-catenin reporter cell assay, activator. activation, % at 9.35 µM. 300,000 compounds, 1.2% hits; in the data active = activation above about 30%, passing the limit was not always enough;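 also: 0% = neutral control wells and 100% = positive control wells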
# * = called active by the depositor.
item	Wnt act	SMILES
1	13	CSCCC(NC(=O)C1CCCCC1)c1nc2ccccc2[nH]1 (centres undefined)
2	1	Cc1ccccc1-c1cc2nc(NCc3ccncc3)n(C)c(=O)c2s1
3	-1	O=C(NCc1ccccc1)c1cc(C2CCCCN2C(=O)OCCF)on1 (centres undefined)
4	0	COc1ccccc1-c1ncn(Cc2cccc(-c3ccccc3)c2)c1-c1cc(C)cc(C)c1
5	-2	CCc1c(-c2cccc(Br)c2)ncn1Cc1cccc(-c2ccccc2)c1
6	-4	CCOC(=O)C1(C)CCCCN1C(=O)c1ccc(F)c(C)c1 (centres undefined)
7	13	CCOc1cc(N2CCC(O)CC2)ccc1Nc1ncc2c(n1)N(C)c1ccccc1C(=O)N2C
8	-2	CC(Sc1ccc(S(=O)(=O)N2CCN(C)CC2)cn1)C(=O)NC1CCCC(C)C1C (centres undefined)
9	-9	Cc1ccccc1-c1nc(NC(C)C)nc2cc(-c3ccccc3)sc12
10	-2	COc1ccc2oc(C(=O)OCC(=O)NC3CCS(=O)(=O)C3)c(C)c2c1 (centres undefined)
11	0	O=C(NCc1ccncc1)C(=O)NCC1OCCN1S(=O)(=O)c1ccccc1 (centres undefined)
12	-1	COCCN(CCOC)Cc1cc(=O)oc2ccccc12
13	-20	CCCCCCCCN1C(=O)[C@@H](CC(=O)N2CCCCC2)C[C@@]2(C(=O)OC)C1=C[C@H](C(C)(C)C)O[C@@H]2C
14	-1	O=C(Nc1ccccc1)c1cc(C2CCCCN2C(=O)c2ccccc2)on1 (centres undefined)
15	-2	COc1cccc(CNC(=O)[C@H]2CCCN2C(=O)[C@H]2CCCN2C(=O)OC(C)(C)C)c1
16	-2	Cc1ccc(N2CCN(C(=O)c3[nH]c(C(F)(F)F)nc3-c3ccccc3)CC2)cc1
17	-6	COc1ccc2cc(C#CC3=CC(=O)C[C@H](c4ccc(F)cc4)C3)ccc2c1
18	7	O=C(Nc1cccc(C(F)(F)F)c1)c1ccc2sc([C@@H]3O[C@H](CO)[C@H](O)[C@H](O)[C@H]3O)nc2c1
19	-2	Cc1ccc(S(=O)(=O)N2CC3C(=O)C[C@@H](c4ccccc4)N(S(=O)(=O)c4ccccc4Cl)C3CC2c2ccccc2)cc1 (some centres undefined)
20	0	Cc1noc(C)c1NC(=O)N(C)C[C@@H]1OCc2cn(nn2)CCCC(=O)N([C@H](C)CO)C[C@H]1C
21	-2	C=CCN1CC(COCc2ccccc2)OCCS1(=O)=O (centres undefined)
22	-18	CC(=O)NCCNC(=O)C1(C)Cc2c(-c3cccc(C(F)(F)F)c3)ccnc2O1 (centres undefined)
23	-4	CCCCCCCCN1C(=O)[C@@H](CC(=O)N2CCC(c3ccccc3)CC2)C[C@@]2(C(=O)OC)C1=C[C@H](C(C)(C)C)O[C@@H]2C
24	-1	CC1(C(=O)NS(=O)(=O)Cc2ccccc2)CCN1C(=O)C1(c2ccc(Cl)cc2)CCC1 (centres undefined)
25	2	Cc1cccc(C)c1NC(=O)C(C)n1c(-c2ccc(=O)[nH]c2)nc2ccccc21 (centres undefined)

# Grouped by structure, the entries above with sulfur
item	Wnt act	SMILES
1	13	CSCCC(NC(=O)C1CCCCC1)c1nc2ccccc2[nH]1 (centres undefined)
2	1	Cc1ccccc1-c1cc2nc(NCc3ccncc3)n(C)c(=O)c2s1
8	-2	CC(Sc1ccc(S(=O)(=O)N2CCN(C)CC2)cn1)C(=O)NC1CCCC(C)C1C (centres undefined)
9	-9	Cc1ccccc1-c1nc(NC(C)C)nc2cc(-c3ccccc3)sc12
10	-2	COc1ccc2oc(C(=O)OCC(=O)NC3CCS(=O)(=O)C3)c(C)c2c1 (centres undefined)
11	0	O=C(NCc1ccncc1)C(=O)NCC1OCCN1S(=O)(=O)c1ccccc1 (centres undefined)
18	7	O=C(Nc1cccc(C(F)(F)F)c1)c1ccc2sc([C@@H]3O[C@H](CO)[C@H](O)[C@H](O)[C@H]3O)nc2c1
19	-2	Cc1ccc(S(=O)(=O)N2CC3C(=O)C[C@@H](c4ccccc4)N(S(=O)(=O)c4ccccc4Cl)C3CC2c2ccccc2)cc1 (some centres undefined)
21	-2	C=CCN1CC(COCc2ccccc2)OCCS1(=O)=O (centres undefined)
24	-1	CC1(C(=O)NS(=O)(=O)Cc2ccccc2)CCN1C(=O)C1(c2ccc(Cl)cc2)CCC1 (centres undefined)

# Part of the list above in order of number of heavy atoms, rising.
item	Wnt act	SMILES
11	0	O=C(NCc1ccncc1)C(=O)NCC1OCCN1S(=O)(=O)c1ccccc1 (centres undefined)
25	2	Cc1cccc(C)c1NC(=O)C(C)n1c(-c2ccc(=O)[nH]c2)nc2ccccc21 (centres undefined)
8	-2	CC(Sc1ccc(S(=O)(=O)N2CCN(C)CC2)cn1)C(=O)NC1CCCC(C)C1C (centres undefined)
15	-2	COc1cccc(CNC(=O)[C@H]2CCCN2C(=O)[C@H]2CCCN2C(=O)OC(C)(C)C)c1
18	7	O=C(Nc1cccc(C(F)(F)F)c1)c1ccc2sc([C@@H]3O[C@H](CO)[C@H](O)[C@H](O)[C@H]3O)nc2c1
19	-2	Cc1ccc(S(=O)(=O)N2CC3C(=O)C[C@@H](c4ccccc4)N(S(=O)(=O)c4ccccc4Cl)C3CC2c2ccccc2)cc1 (some centres undefined)

# Next part:
item	Wnt act	SMILES
26	0	CSc1ccc(C(O)c2ncc(-c3ccccc3F)[nH]2)cc1 (centres undefined)
27	-1	C=CCNC(=S)N(C)[C@H]1C[C@H]2c3[nH]c4c(-c5ccccc5)cccc4c3CCN2C(=O)[C@H]1[C@H](C)O
28	1	CCCNC(=O)c1cc2c(c(-c3cccc(-c4cc5ccccc5o4)c3)n1)[C@H](CCO)N(C(=O)NC(C)C)C2
29	-4	O=C1NCCN/C1=C\C(=O)c1ccc(Cl)cc1
30	1	O=C(c1cc(COc2cccc3cccnc23)on1)N1CCC[C@H]1CO
31	-3	FC(F)(F)c1cc(Cl)c2nc(-c3ccccc3)c(Cc3cccc(Cl)c3)n2c1
32	-2	O=C(NC(c1ccc(Cl)cc1)c1cnccn1)C1CCN(CCCOc2ccccc2)CC1 (centres undefined)
33	-4	Nc1ccn([C@@H]2O[C@H](C(=O)N[C@H](Cc3ccccc3)C(=O)Nc3ccc4scnc4c3)[C@@H](O)[C@H]2O)c(=O)n1
34	-4	O=c1c(-c2ccccc2)nc2ccccc2n1C(CCc1ccccc1)c1nc2ccccc2[nH]1 (centres undefined)
35	0	CC(C)CN(C(=O)COc1ccccc1C(=O)NCc1ccccc1)C1CCS(=O)(=O)C1 (centres undefined)
36	-2	Cn1ccc2c(-c3cccc4ccccc34)cc3c(c21)C1CCC3C1 (centres undefined)
37	-8	CCCCCCCCN1C(=O)[C@H](CC(=O)NCCCOCCCC)C[C@@]2(C(=O)OCC)CCCC=C12
38	0	CCOC(=O)C(=Cc1ccc(N(C)C)cc1)C(=O)c1ccccc1
39	-3	OCCCNc1ncnc2c1ncn2[C@H]1CN(Cc2ccc3c(c2)OCO3)C[C@@H](CO)O1
40	5	CCN1C(=O)C(CC(=O)Nc2ccc(Cl)cc2)N(NC(=O)c2ccncc2)C1=S (centres undefined)
41	0	CCOC(=O)C1(C)CCCN(C(=O)c2ccc(F)cc2Cl)C1 (centres undefined)
42	-2	COc1cccc(C#Cc2ccc3c(c2)O[C@@H](CN(C)C(=O)c2ccccn2)[C@@H](C)CN([C@H](C)CO)S3(=O)=O)c1
43	-3	c1nnc(NCNc2nncs2)s1
44	-3	CC1C(=O)N(Cc2cn(CC3CCCCC3)nn2)CCS(=O)(=O)N1Cc1ccc(-c2cccc(CO)c2)cc1 (centres undefined)
45	0	Cc1ccccc1-c1ccc2c(c1)[C@@H]1C[C@H](N(C)C(=O)Nc3ccccc3)[C@H]([C@H](C)O)CN1CC2
46	-3	COC(=O)C1=C(C)N(Cc2ccc(Br)cc2)C(=S)NC1c1ccccc1 (centres undefined)
47	7	NS(=O)(=O)c1ccc(NCc2cnc3ccccc3n2)cc1
48	-4	O=C(CC[C@H]1O[C@@H](n2ccc(=O)[nH]c2=O)[C@H](O)[C@@H]1O)N[C@H](Cc1ccccc1)C(=O)NCc1ccco1
49	-5	CC1CCCC(NC(=O)COC(=O)C2=COCCO2)C1C (centres undefined)
50	-7	COC(=O)c1ccc(C23CC4(C2)[C@H](CN(Cc2ccc(C(F)(F)F)cc2)[C@@H]4c2ccccc2)C3c2ccc(Cl)nc2)cc1 (some centres undefined)
51	-2	CCc1nc2ccc(C(=O)N(C)CCCN(C)C)cn2c1N(C)C(=O)C1CCCCC1
52	-1	CS(=O)(=O)/C(C#N)=C/c1cccn1S(=O)(=O)c1cccc2ccccc12
53	-3	Cc1cc(-c2cc(NC(=O)Cc3c[nH]c4ccccc34)ccc2Nc2cccnc2)ccc1F
54	-3	Cn1cccc1CC(=O)N/N=C/c1ccc([N+](=O)[O-])cc1
55	-6	COc1cccc(-c2cc3nc(-c4ccccc4)cc(N4CCN(C(=O)c5ccoc5)CC4)n3n2)c1
56	-3	COc1cccc(C(C)(O)c2nc(-c3csc4ccccc34)cs2)c1 (centres undefined)
57	-3	Cc1ccc(S(=O)(=O)NCN2C(=O)c3ccccc3C2=O)cc1
58	-2	O=C(Nc1ccc2c(c1)OCCO2)C(c1cc2ccccc2o1)N1CCN(c2ccc(F)cc2)CC1 (centres undefined)
59	-2	O=S1(=O)CC(N2CCN(c3ncccn3)CC2)CN1Cc1ccc(F)cc1 (centres undefined)
60	0	Clc1cccc(Cc2c(-c3ccccc3)nc3ccc(Br)cn23)c1
61	2	Cc1ccc(-c2nc3c(Br)cc(C)cn3c2Cc2cccc(Cl)c2)cc1
62	-3	CC1=C(C(=O)N(C)C)CC(CC(=O)NCc2cccc3ccccc23)C(=O)N1Cc1ccc(C(C)(C)C)cc1 (centres undefined)
63	-2	O=C(NCc1ccncc1)Nc1ccc(Cc2ccc(NC(=O)NCc3ccncc3)cc2)cc1
64	-3	CC1(Cc2ccc(OC(F)(F)F)cc2)C(=O)Nc2ccc(S(=O)(=O)NC3CCCCC3)cc21 (centres undefined)
65	1	C[C@H](CO)N1C[C@H](C)[C@@H](CN(C)C(=O)CC2CC2)Oc2cc(Br)ccc2S1(=O)=O
66	1	O=C(O)C1CCCN1C(=O)c1cccc(Cl)c1 (centres undefined)
67	0	COc1ccc([N+](=O)[O-])cc1NS(=O)(=O)c1ccc(Cl)c(C(=O)Nc2sc3c(c2C#N)CCCCC3)c1
68	3	O=c1cc(C(F)(F)F)[nH]c2ccc(OC(F)(F)F)cc12
69	-3	CNc1cnc(-c2cc(OC)c(OC)c(OC)c2)cn1
70	0	COCCNC(=O)C1(C)CCCN(Cc2cn(C)c3ccccc23)C1 (centres undefined)
71	-4	CCc1nc2ccc(C(=O)NCCOc3ccc(OC)cc3)cn2c1N(C)CCCc1ccccc1
72	-5	C[C@H](c1ccccc1)N1C[C@@H](COCc2ccccc2)Oc2cccc(Oc3ccc(C(C)(C)C)cc3)c2S1(=O)=O
73	2	CCCC(=O)N1CCC1(C)C(=O)NS(=O)(=O)c1ccccc1 (centres undefined)
74	-4	Cc1c(CN2CCN(c3ncc(Cc4ccccc4)cn3)CC2)c(=O)n(-c2ccccc2)n1C
75	1	COc1ccc(C=Cc2ccc3ccccc3n2)c(OC)c1

# Along the list, as entered above.
# Wnt act for nos. 52 to 55 → -1, -3, -3, -6

# More results follow.
item	Wnt act	SMILES
76	-2	CCOC(=O)N1CCN(C(C(=O)NC2CCCC2)c2ccco2)CC1 (centres undefined)
77	-4	CCC(=O)N1CCCC(C(=O)Nc2nc3ccccc3n2C)CC1 (centres undefined)
78	-1	Cc1ccc(S(=O)(=O)N2C[C@H]3[C@H]4C(=O)N(C)C(=O)[C@H]4CC(=O)[C@H]3[C@@H]2c2ccccc2F)cc1
79	-1	Nc1nc2c(ncn2[C@@H]2O[C@H](C(=O)N[C@H](Cc3ccccc3)C(=O)O)[C@@H](O)[C@H]2O)c(=O)[nH]1
80	4	CCOc1ccc(-c2cc(C(=O)NC3CCCCC3)[nH]n2)c(C)c1
81	-1	CCN1CCN(C(c2ccccc2)c2nnnn2C(C)(C)C)CC1 (centres undefined)
82	0	CN(C)CCSc1nc(-c2ccccc2)nc2c1CCCC2
83	-2	COCCNc1nc(NCCCN2CCCC2=O)c2sccc2n1
84	-2	NC1(N2SC(S)=C3CCCC=C32)CCCCC1
85	1	CN(C)S(=O)(=O)Nc1ccc(Cc2ccncc2)cc1
86	-1	CSc1ccc(CN2CCC2(C)C(=O)NCc2ccccc2Br)cc1 (centres undefined)
87	0	CC(=O)Nc1cncc(-c2ccccc2CO)n1
88	0	Cc1cccc(-n2c(SCN3C(=O)c4ccccc4C3=O)nc3ccccc3c2=O)c1
89	3	Nc1ncnc2c1ncn2[C@@H]1O[C@H](C(=O)N[C@@H](CO)c2ccccc2)[C@@H](O)[C@H]1O
90	1	CC1(C(=O)NCCC#N)CCN1C(=O)c1ccccc1CCc1ccccc1 (centres undefined)
91	0	C[C@@H]1CN([C@@H](C)CO)C(=O)CCCn2nncc2CO[C@H]1CN(C)S(=O)(=O)c1ccc(-c2ccccc2)cc1
92	-5	CCOP(=O)(OCC)C(Nc1cccc(C(F)(F)F)c1)c1ccc(Br)cc1 (centres undefined)
93	-3	O=C(Nc1ccc(Br)cc1Br)Nc1cccc2[nH]c([C@@H]3O[C@H](CO)[C@@H](O)[C@H](O)[C@H]3O)nc12
94	-5	COC(=O)c1ccc(N2C(c3cc(OC)cc(OC)c3)=Cc3ccc(-c4ccc(C(N)=O)cc4)cc3C2CC(=O)C2CC2)cc1 (centres undefined)
95	0	CCCCn1nnnc1-c1nc2ccccc2[nH]c1=O
96	-2	COC(=O)[C@]12CCCCC=C1N(Cc1ccccc1)C(=O)[C@H](CC(=O)NCc1ccccc1)C2
97	-21	COC(=O)C1=C(C)N(Cc2cccc(C(F)(F)F)c2)C(=NCc2ccc(C(F)(F)F)cc2)NC1c1ccccc1 (centres undefined)
98	-2	O=C(O)c1ccc(CNC(=O)c2ccc(S(=O)(=O)N3CCCC3)cc2)cc1
99	-2	CC(=O)N1CCC(C(=O)N2c3ccccc3N=C(c3ccc(C(F)(F)F)cc3)C2C(=O)NC2CCCC2)CC1 (centres undefined)
100	0	Cc1ccccc1CN1CCN(C(=O)[C@H]2O[C@@H](n3ccc(=O)[nH]c3=O)[C@H](O)[C@@H]2O)CC1
101	-3	C#CCN(C[C@H]1[C@H](OC(=O)NCc2ccco2)[C@H](OC(=O)NCc2ccco2)C[C@@H](C(=O)OC)[C@H]1C(=O)OC)S(=O)(=O)c1ccc(C)cc1
102	-1	O=C(NCc1ccccc1)[C@H]1CCCN1C(=O)[C@H]1CCCN1C(=O)c1cccc(Cl)c1

# This is a subset; count on the stated rates, not on these rows.
